RAD54 inh – RAD54 (human) branch migration inhibition | Q92698 | RAD54 Holliday junction branch migration, FAM/BHQ fluorescence | inhibition, % at 10.4 µM | hit rate 0.14% among 360,000 | AID 602329;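 active = mean normalized replicate activity at least 40 and at least half of replicates scoring 40 or more; inconclusive = only one of the two criteria met; inactive = mean below 40 and under half of replicates reaching 40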;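 also: 0% = median of neutral control wells and 100% = median of positive control wells; inhibitors cause a drop in the FAM fluorescence signal; in these data hits start at about 50%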
GSIS activator – GLuc luminescence reporter in INS-1E cells, primary screen for activators of glucose-dependent secretion of insulin; INS-1E GLuc reporter insulin secretion, 2-3 h; activation, % at 16.6 µM; hit rate 0.61% among 370,000; AID 743287;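 active = lowest replicate activation of at least 40%, so every replicate reaches that level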;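 also: 0% = median of neutral control wells and 100% = median of IBMX positive control wells; some compounds called inactive have numbers as strong as hits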
Casp6 inh – caspase-6 (human) enzyme inhibition; purified caspase-6, Z-VEID-R110 cleavage fluorescence; inhibition, % at 12.5 µM; hit rate 0.53% among 350,000; AID 686996;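 active = mean inhibition across replicates at least about 35%, with every replicate also reaching that limit, limit read from the data; inconclusive = only one of the two criteria met; inactive = neither criterion met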;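 also: 0% = median of neutral control wells and 100% = no fluorescence left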
XiGFP reactiv – reactivates the inactive X chromosome in mouse fibroblasts | XiGFP mouse fibroblasts, % GFP-positive cells imaging, 3 d; cells co-treated with 5-aza-dC sensitizer; scaled so ellipticine positive control = 100% | activation, % at 7.58 µM | hit rate 0.055% among 360,000 | AID 743238;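 active = mean normalized replicate activation at least 10% and every replicate at or above 10%; inconclusive = only one of the two criteria met; inactive = mean below 10% and not all replicates reach 10%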;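 also: 0% = median of on-plate neutral control wells and 100% = ellipticine 6 µM median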
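Assay system – SV40-immortalized XiGFP fibroblast cells, line 68-5-11 · Buffer or medium – DMEM supplemented with 5-aza-dC as sensitizing agent · Dosing – one concentration, pinned · Benchmarks – positive control ellipticine, 6 µM final · Times – 3 days compound exposure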
E-selectin induc – induces E-selectin expression in human endothelial cells; HUVEC E-selectin immunofluorescence imaging; normalized: neutral wells 0, TNF-alpha wells 100; activation, % at 7.58 µM; hit rate 0.37% among 260,000; AID 686992;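 active = mean E-selectin-positive cell signal at least 10% of the positive control, reached in at least 60% of replicates, without over 20% cell loss; inconclusive = no rule given, readout overlaps actives, possibly toxicity-flagged; inactive = the rest, including those meeting only one limit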;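 also: in these data hits start at about 27%; measured in HUVEC primary endothelial cells; signal is the percent of cells scored E-selectin positive by PE staining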
Target sequence (P16581 whole entry, looked up): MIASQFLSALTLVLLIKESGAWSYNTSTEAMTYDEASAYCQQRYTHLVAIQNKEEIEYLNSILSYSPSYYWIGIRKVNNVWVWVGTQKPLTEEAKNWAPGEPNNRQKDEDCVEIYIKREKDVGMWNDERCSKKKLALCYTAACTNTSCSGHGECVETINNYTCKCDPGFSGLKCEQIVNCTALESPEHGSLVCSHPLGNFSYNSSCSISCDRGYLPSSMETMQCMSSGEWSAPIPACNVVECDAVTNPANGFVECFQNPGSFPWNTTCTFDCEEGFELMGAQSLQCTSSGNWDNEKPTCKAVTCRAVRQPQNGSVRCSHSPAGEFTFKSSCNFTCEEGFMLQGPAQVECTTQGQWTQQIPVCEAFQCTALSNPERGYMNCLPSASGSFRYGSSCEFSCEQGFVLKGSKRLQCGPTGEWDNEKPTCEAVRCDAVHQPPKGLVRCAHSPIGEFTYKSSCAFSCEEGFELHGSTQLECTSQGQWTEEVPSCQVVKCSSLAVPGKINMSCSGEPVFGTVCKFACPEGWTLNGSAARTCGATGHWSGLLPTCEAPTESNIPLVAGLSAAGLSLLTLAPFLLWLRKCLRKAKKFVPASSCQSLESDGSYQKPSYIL
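Read-out: % PE-positive cells | Test system: HUVEC | Doses: One compound dose added by pin transfer | Buffer or medium: EGM-2 over gelatin coat | Signal: Immunofluorescence imaging | Benchmarks: TNF-alpha, DMSO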
RAD52 anneal inh – inhibitors of human RAD52 DNA annealing | P43351 | inhibition, % at 18.7 µM | hit rate 0.46% among 360,000 | recombinant RAD52 DNA annealing, FRET fluorescence | AID 651710;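 active = every replicate showing at least 50% inhibition; inconclusive = mean inhibition at least 50% but not in every replicate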
Target sequence (P43351 whole entry, looked up): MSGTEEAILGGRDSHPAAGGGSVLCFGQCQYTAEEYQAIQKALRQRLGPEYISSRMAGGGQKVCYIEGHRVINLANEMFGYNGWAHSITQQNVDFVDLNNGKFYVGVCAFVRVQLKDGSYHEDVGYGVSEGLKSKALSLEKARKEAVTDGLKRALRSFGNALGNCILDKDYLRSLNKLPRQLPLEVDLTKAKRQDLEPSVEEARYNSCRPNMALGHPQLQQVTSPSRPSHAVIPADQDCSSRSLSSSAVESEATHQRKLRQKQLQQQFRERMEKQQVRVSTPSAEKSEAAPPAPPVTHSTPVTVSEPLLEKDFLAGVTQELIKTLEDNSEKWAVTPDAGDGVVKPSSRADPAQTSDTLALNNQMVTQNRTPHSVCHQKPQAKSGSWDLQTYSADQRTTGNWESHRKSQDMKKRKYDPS
DENV2 CPE – protects cells from dengue virus 2 cytopathic effect | DENV2-infected cells, cytopathic effect rescue, plate reader | CPE inhibition, % at 9.99 µM | hit rate 1.7% among 350,000 | AID 651640; in the data active = CPE inhibition above about 20%, passing the limit was not always enough; inconclusive = no clear call, values can overlap the other calls; tested in BHK-21 cells;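 also: 0% = median of neutral control wells and 100% = median of positive control wells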
CFTR F508del cor – CFTR F508del correction in bronchial cells; CFBE cells, YFP halide quenching; stimulated with forskolin plus potentiator P3; % fluorescence drop versus neutral controls; activity (quench increase), % at 7.58 µM; AID 720511; hit rate 0.36% among 350,000;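 active = mean added fluorescence quench of at least 8% versus neutral control, with both replicates also reaching 8%; inconclusive = only one of the mean or replicate conditions met; inactive = mean below 8% and not both replicates reaching 8%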;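 also: cells transiently co-express mutant CFTR-F508del with the halide-sensitive YFP; corrector assay measuring rescue of mutant channel to the surface after 24 h compound exposure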
Numbers without * were called inactive; ? = inconclusive; nt = no result given.

item	smiles	RAD54 inh	GSIS activator	Casp6 inh	XiGFP reactiv	E-selectin induc	RAD52 anneal inh	DENV2 CPE	CFTR F508del cor
1	CCOC(=O)c1c(C)[nH]c(C(=O)OCC(=O)N(C)CC(=O)Nc2ccccc2Cl)c1C	1.2	-3.1	5.1	-0.1	2.1	-13.8	?	-0.8
2	CC1(C(=O)NS(=O)(=O)c2ccc(Br)cc2)CCN1C(=O)Cc1cccs1 (centres undefined)	10.0	-1.1	-1.8	0.1	-0.1	-10.4	-4.3	0.6
3	O=C(NCCN1CCNC1=O)C1CCC(=O)N(Cc2ccccc2F)C1 (centres undefined)	-9.1	14.3	1.6	0.0	1.4	0.4	-4.5	-4.6
4	CN(C)c1ccc(N/C=C/C(=O)C(F)(F)F)cc1	nt	-5.4	14.5	0.0	0.0	0.1	-9.7	-5.4
5	Cc1cccc(-c2ccc([C@H]3[C@@H](CO)N4CCCCN(S(=O)(=O)c5ccccc5F)C[C@@H]34)cc2)c1	-3.3	7.2	nt	0.0	-0.1	nt	nt	-2.0
6	O=C(COC(=O)Cn1cnc2ccccc21)NCc1ccc(F)cc1	nt	12.9	-1.9	0.2	-1.6	-2.1	3.3	7.0
7	COc1ccc(N2C(=O)CC(N(CCc3ccc(OC)c(OC)c3)C(=S)Nc3ccccc3)C2=O)cc1 (centres undefined)	nt	nt	0.8	0.0	1.1	-15.5	-3.7	nt
8	C[C@H](CO)N1C[C@H](C)[C@@H](CN(C)Cc2ccccc2)Oc2ccc(NS(C)(=O)=O)cc2C1=O	nt	5.4	nt	0.0	0.5	nt	nt	0.6
9	C[C@H]1CN([C@@H](C)CO)C(=O)c2cccc(NC(=O)Nc3ccc(F)cc3)c2O[C@@H]1CN(C)C(=O)Nc1cccc2ccccc12	-8.3	-12.6	1.0	0.2	0.1	-9.8	2.6	-4.1
10	O=C(O)c1ccc(N/N=C/C2=C(N3CCOCC3)C(=C\c3ccccc3)/CC2)cc1	nt	27.6	12.1	0.0	nt	-294.1	-4.5	-1.0
11	COc1ccccc1NS(=O)(=O)c1ccc(C(=O)NCC(c2ccccc2OC)N2CCCC2)cc1 (centres undefined)	-7.7	-9.4	2.3	0.0	nt	-78.3	17.6	0.7
12	CC1=C(C(=O)N(C)C)CC(CC(=O)NC2CCCCC2)C(=O)N1Cc1ccccc1 (centres undefined)	1.0	1.7	-0.5	0.1	-0.1	-7.2	-13.6	3.1

(listing goes on)
item	smiles	RAD54 inh	GSIS activator	Casp6 inh	XiGFP reactiv	E-selectin induc	RAD52 anneal inh	DENV2 CPE	CFTR F508del cor
13	O=C(C[C@H]1CC[C@H]2[C@@H](COC[C@@H](O)CN2C(=O)c2ccncc2)O1)NCc1cccc(F)c1	0.4	15.9	-0.3	0.2	-0.1	10.6	-2.4	0.4
14	O=C(O)c1c(-c2ccccc2)cnc2ccccc12	-16.6	5.8	0.5	-0.1	-0.1	-4.6	2.7	-0.2
15	CCCCNC(=O)C[C@@H]1C[C@@]2(C(=O)OCC)CCC=C2N(Cc2ccc(Cl)cc2Cl)C1=O	nt	-34.9	1.2	-0.1	0.6	-13.3	-4.2	0.1
16	CC(C)C[C@H]1CN=C(Nc2ccccc2)N1CCC(C)c1ccccc1 (some centres undefined)	7.4	nt	1.4	-0.2	0.0	0.5	nt	2.2
17	CCC(=O)N1CCC1(C)C(=O)Nc1cccc(OC)c1OC (centres undefined)	0.0	nt	10.3	0.1	0.0	-0.7	4.1	-1.7
18	COCCNC(=O)C1(C)CCCN(Cc2ccc3ccccc3c2Br)C1 (centres undefined)	-10.1	nt	1.7	0.1	nt	-8.6	-4.8	0.7
19	COc1ccc(CN(C)C[C@@H]2OCCCC[C@H](C)Oc3ccc(NC(=O)Nc4c(C)noc4C)cc3C(=O)N([C@@H](C)CO)C[C@@H]2C)cc1	4.0	18.7	-0.3	-1.0	0.0	3.7	-1.5	0.5
20	O=[N+]([O-])c1ccccc1OCC(O)CNC1CCCC1 (centres undefined)	nt	3.8	-2.3	0.0	-0.5	20.2	-2.6	1.3
21	COc1cc(OC)cc(C(=O)NCCNc2nc3cc(C)cc(C)c3cc2C#N)c1	-12.7	4.1	1.3	0.1	-0.1	-7.3	12.9	6.5
22	C[C@H](CO)N1C[C@H](C)[C@@H](CN(C)CC2CC2)Oc2ccc(NC(=O)CCCN(C)C)cc2CC1=O	-9.0	8.8	nt	-0.2	0.1	15.3	-9.7	-1.9
23	CC(=O)NC[C@@H]1[C@@H](c2ccc(C#Cc3ccccc3F)cc2)[C@@H](CO)N1C(C)=O	nt	8.3	-2.0	0.4	0.0	-31.2	7.5	-1.8
24	O=C(CN1CCOc2ccccc21)N1CCCC1	-9.2	7.4	0.4	0.2	0.3	-8.3	-3.8	0.4

Carrying on:
item	smiles	RAD54 inh	GSIS activator	Casp6 inh	XiGFP reactiv	E-selectin induc	RAD52 anneal inh	DENV2 CPE	CFTR F508del cor
25	COc1ccc2c3c(n(C)c2c1)[C@H](CO)N(Cc1ccc2c(c1)OCO2)CC31CCN(C(=O)c2ccc3c(c2)OCO3)CC1	nt	-1.0	nt	0.0	-0.5	nt	2.9	-2.4
26	COc1cc(C(=O)OCCC(C)C)cc(OC)c1O	2.6	17.5	-2.2	0.2	0.4	-10.8	0.0	-2.9
27	O=C(CCc1nc2ccccc2c(=O)[nH]1)Nc1nnc(SCc2ccc(F)cc2)s1	nt	12.4	-2.0	0.1	nt	-27.6	3.0	2.7
28	COc1ccc(S(=O)(=O)N(C)C[C@@H]2OCCCC[C@H](C)Oc3ccc(NC(=O)Nc4c(C)noc4C)cc3C(=O)N([C@H](C)CO)C[C@@H]2C)cc1	-2.8	-10.1	2.0	0.4	-0.2	-18.8	6.4	0.3
29	COc1ccc(C(=O)Nc2cc(-c3nn4c(C)nnc4s3)ccc2C)cc1	-6.3	-0.1	2.2	0.1	1.3	-8.7	-1.0	-1.9
30	CN(Cc1ccccc1)C(=O)C1CCC(CNS(=O)(=O)c2cccc3cccnc23)CC1 (centres undefined)	nt	-24.2	2.5	-0.1	-0.6	-9.8	-3.0	3.9
31	C[C@@H](C(=O)N=c1sc2ccccc2n1C)N1C(=O)C2CC=CCC2C1=O (some centres undefined)	nt	33.0	-0.9	2.4	0.1	-5.5	-5.6	1.9
32	O=C(Nc1ccc2ccccc2n1)Nc1ccccc1F	-2.0	-0.8	0.9	0.2	-0.2	-7.9	?	5.2
33	Cc1ccc(S(=O)(=O)Nc2ccc3c(c2)C(=O)N([C@H](C)CO)C[C@H](C)[C@H](CN(C)C(=O)Nc2c(C)noc2C)OCCCC[C@H](C)O3)cc1	-4.9	-3.2	-3.7	0.1	nt	6.2	-5.6	0.4
34	Cc1[nH]ccc2c1[nH]c1cc(=O)ccc12	68.4*	2.9	-4.3	0.0	1.0	41.5	-1.8	3.4
35	COC(=O)Nc1ccccc1C(=O)N1CCN(c2ccc(C)cc2)CC1	nt	-16.9	-0.5	0.1	13.0	-13.5	-12.9	-1.4
36	COc1ccc(C2=NO[C@@H]3[C@@H]4C[C@@H]([C@H]5C(=O)N(C)C(=O)[C@@H]45)[C@H]23)c(OC)c1	0.0	nt	-2.7	-0.1	10.4	-1.3	16.5	-2.5

(list continues)
item	smiles	RAD54 inh	GSIS activator	Casp6 inh	XiGFP reactiv	E-selectin induc	RAD52 anneal inh	DENV2 CPE	CFTR F508del cor
37	CO[C@H]1CN(C)C(=O)c2cc(NS(=O)(=O)c3cccc(F)c3)ccc2OC[C@H](C)N(Cc2cc(F)ccc2F)C[C@H]1C	2.3	-17.1	-0.7	-0.2	-0.3	13.3	-5.2	-1.6
38	COc1cccc(S(=O)(=O)N2C[C@@H](O)COC[C@@H]3O[C@@H](CC(=O)N4CCOCC4)CC[C@H]32)c1	-6.9	9.9	0.6	0.2	0.2	10.7	-2.5	1.1
39	C=CCn1c(Cc2ccccc2)nnc1SCc1nc2ccccc2c(=O)[nH]1	nt	-3.6	4.8	0.0	nt	-7.1	5.1	-3.5
40	CN1N=C(C(=O)N2CCCC(Nc3ccc(F)c(F)c3)C2)CCC1=O (centres undefined)	6.8	3.7	-1.2	-0.1	-0.3	-2.8	-4.2	-2.3
41	Cc1ccnc(NC(=O)CCS(=O)(=O)c2ccccc2)c1	4.4	43.8	11.7	0.3	0.2	-3.8	0.0	0.3
42	CC(C)Cn1c(N)cc(=O)n(C)c1=O	-1.9	nt	3.7	0.0	nt	3.5	?	-2.2
43	CCCCc1cn([C@@H](CCCCN)C(=O)N2CCNCC2)nn1	-11.6	12.5	-61.7	0.0	0.5	-77.9	4.3	-2.6
44	Cc1ccsc1/C=N\Nc1cn[nH]c(=O)c1Cl	nt	16.4	2.0	0.0	nt	-11.1	14.7	4.6
45	COc1cccc(N(C(=O)CNC(=O)c2ccco2)C(C(=O)NC2CCCCC2)c2cccnc2)c1 (centres undefined)	4.8	-1.6	3.4	0.0	-0.1	-7.1	4.0	0.3
46	COC(=O)c1cn(CC(=O)Nc2ccc(F)cc2)c2ccccc12	5.6	3.3	-1.2	0.0	nt	-14.5	-1.4	-0.2
47	CCOC(=O)c1cc(-c2ccc(Cl)cc2)nc2c1c(=O)[nH]c(=O)n2CCOC	nt	8.9	8.4	-0.1	-0.5	-3.3	?	-2.1
48	Nc1nc2ccccc2n1/N=C/c1ccc(Br)cc1	-8.2	13.0	-0.5	nt	nt	-6.1	nt	3.6
49	O=C(NC(=S)N1CCOCC1)c1ccc(F)cc1	5.4	-3.3	-2.4	0.5	nt	-2.8	-1.5	-0.3
50	C[C@@H]1CN([C@H](C)CO)S(=O)(=O)c2ccc(C#CC3CCCCC3)cc2O[C@@H]1CN(C)Cc1cccnc1	5.8	-9.0	-0.1	-0.6	-0.4	11.2	-6.4	7.1
51	CC(=O)N1CCCc2cc(S(=O)(=O)CCC(=O)N3CCN(c4cccc(C)c4)C(C)C3)ccc21 (centres undefined)	3.5	nt	22.8	0.0	-1.6	-33.8	-2.4	-4.1

One compound at a time (already shown).
Cc1ccnc(NC(=O)CCS(=O)(=O)c2ccccc2)c1 is listed with RAD54 inh: 4.4; GSIS activator: 43.8; Casp6 inh: 11.7; XiGFP reactiv: 0.3; E-selectin induc: 0.2; RAD52 anneal inh: -3.8; DENV2 CPE: 0.0; CFTR F508del cor: 0.3
CO[C@H]1CN(C)C(=O)c2cc(NS(=O)(=O)c3cccc(F)c3)ccc2OC[C@H](C)N(Cc2cc(F)ccc2F)C[C@H]1C is listed with RAD54 inh: 2.3; GSIS activator: -17.1; Casp6 inh: -0.7; XiGFP reactiv: -0.2; E-selectin induc: -0.3; RAD52 anneal inh: 13.3; DENV2 CPE: -5.2; CFTR F508del cor: -1.6

Bioassay records as filed in PubChem BioAssay.
